# NPY2 pot ag – human NPY-Y2 potentiation or agonism, primary screen; P49146; AID 1359; activation, % at 3.6 µM; 0.45% of 220,000 active; cells expressing NPY-Y2, potentiator/agonist read-out; in the data active = activation above about 27%;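 also: cells stimulated with NPY near EC25 plus isoproterenol at EC100; 0% = vehicle plus submaximal agonist and 100% = vehicle plus saturating agonist; some results beyond the cut were filed as inactive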
# EP2 modulator – modulators of human EP2 prostaglandin E2 receptor; induction, % at 25 µM; AID 940; P43116; EP2-expressing cells, cAMP HTRF FRET, PGE2 co-stimulation; 0.83% of 260,000 active;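 active = compounds whose cAMP rise, as percent of the full-agonist control response, exceeds 60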;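 also: rat C6 glioma line stably carrying human EP2 under a CMV promoter; the protocol text gives 20 µM as final concentration; 100% = response of wells given 1 µM PGE2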
# NPY-Y1 PAM-ag – potentiators or agonists of human neuropeptide Y receptor Y1; P25929; NPY-Y1 expressing cells, potentiator/agonist activation; activation, % at 3.6 µM; 0.37% of 220,000 active; AID 1304; in the data active = activation above about 33%, passing the limit was not always enough;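 also: cells stimulated with NPY at EC10 then isoproterenol at EC100; 0% = low agonist plus stimulus and 100% = saturating agonist plus stimulus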
# Target sequence (P25929 whole entry, looked up): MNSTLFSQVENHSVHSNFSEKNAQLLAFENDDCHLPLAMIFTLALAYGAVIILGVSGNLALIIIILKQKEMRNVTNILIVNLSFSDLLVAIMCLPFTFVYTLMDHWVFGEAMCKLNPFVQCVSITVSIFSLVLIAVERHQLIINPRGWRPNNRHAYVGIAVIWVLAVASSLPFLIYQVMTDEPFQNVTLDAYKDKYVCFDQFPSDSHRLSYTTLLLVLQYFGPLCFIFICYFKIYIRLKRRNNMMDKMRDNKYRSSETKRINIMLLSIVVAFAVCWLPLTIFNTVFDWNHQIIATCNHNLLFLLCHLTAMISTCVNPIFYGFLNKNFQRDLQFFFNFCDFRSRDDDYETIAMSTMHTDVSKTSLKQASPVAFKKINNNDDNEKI
# S1P4 antagonist – human S1P4 receptor antagonism; O95977; S1P4-expressing cells, antagonist mode, reporter read-out; inhibition, % at 4.98 µM; 0.26% of 220,000 active; in the data active = inhibition above about 29%;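 also: 0% = wells stimulated with agonist and 100% = vehicle wells without agonist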
# Target sequence (O95977 whole entry, looked up): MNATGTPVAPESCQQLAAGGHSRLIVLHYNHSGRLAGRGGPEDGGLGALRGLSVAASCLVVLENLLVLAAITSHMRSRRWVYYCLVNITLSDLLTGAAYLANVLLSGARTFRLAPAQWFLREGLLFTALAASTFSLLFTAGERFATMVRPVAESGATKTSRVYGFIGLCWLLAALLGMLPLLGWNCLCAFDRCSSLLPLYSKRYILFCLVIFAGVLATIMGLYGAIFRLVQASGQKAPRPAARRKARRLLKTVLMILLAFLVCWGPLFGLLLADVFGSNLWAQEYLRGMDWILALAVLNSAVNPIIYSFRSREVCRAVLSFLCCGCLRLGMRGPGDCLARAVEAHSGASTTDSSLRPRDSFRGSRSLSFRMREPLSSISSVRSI
# NPY Y1 blocker – blocks the human neuropeptide Y Y1 receptor | inhibition, % at 3.6 µM | P25929 | 1% of 200,000 active | HEK293-CNG Y1 cells, membrane potential fluorescence; NPY at EC95, then isoproterenol;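 active = inhibition above the campaign mean inhibition of all tested compounds plus 3 SD, cut at about 20% in these data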;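 also: 0% = DMSO wells given NPY plus isoproterenol and 100% = isoproterenol alone without NPY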
#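 System: HEK293 cells with Y1 receptor plus CNG channel / Probe or stimulus: NPY 25 nM then isoproterenol 1 µM plus Ro 20-1724 25 µM / Compound: one concentration, 3.6 µM, in 0.4% DMSO / Schedule: compound incubation 1 h at room temperature, readout 45 min post-stimulation / Measured by: membrane potential fluorescence / Read-out: % inhibition of NPY effect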
# TRPML3 ag – activates the human TRPML3 channel; 0.29% of 220,000 active; HEK293 TRPML3-YFP, Fluo-8 calcium fluorescence; 100% = the carbachol control signal; activation, % at 3 µM; Q8TDD5;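 active = activation above its plate's cutoff, the mean activation of the plate's test wells plus 3 SD, cut at about 12% in these data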;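 also: 0% = DMSO only wells and 100% = carbachol wells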
#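 system = HEK293 cells stably carrying human TRPML3-YFP | doses = one concentration, 3 µM nominal, 0.3% DMSO | timing = dye loading 1 h 37 °C then 30 min ambient, 125 s read | detection = Fluo-8 calcium dye fluorescence, ex 470-495, em 515-575 nm | benchmarks = high control carbachol 87 µM, low control DMSO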
# TRPN1 ag – agonists of zebrafish TRPN1 channel; HEK293 zebrafish TRPN1-YFP, Fluo-8 calcium fluorescence; 100% = response to 87 µM carbachol; activation, % at 3 µM; 0.18% of 220,000 active;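 active = activation above its plate's cutoff, the mean activation of test wells on that plate plus 3 SD, cut at about 19% in these data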;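 also: 0% = DMSO alone and 100% = 87 µM carbachol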
#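 Material: zebrafish TRPN1-YFP in HEK293 cells. Doses: one dose of 3 µM, 0.3% DMSO. Incubation: dye 1 h 37 °C plus 30 min RT. Measured by: intracellular calcium fluorescence with Fluo-8.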
# S1P4 agonist – agonists of human S1P4 receptor; O95977; activation, % at 4.98 µM; 0.35% of 220,000 active; S1P4-expressing cell line, agonist reporter assay; in the data active = activation above about 11%;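 also: 0% = DMSO vehicle and 100% = reference agonist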
# CHOP inhibitor – CHOP inhibition in unfolded protein response. CHO-K1 CHOP-promoter luciferase, tunicamycin-induced, 15-18 h. inhibition, % at 10 µM. 3.8% of 220,000 active. AID 2732;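 active = compounds that reduced the stress-induced luciferase reporter signal by more than about 70% of percent inhibition, limit read from the data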;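 also: 0% = tunicamycin plus vehicle and 100% = wells without tunicamycin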
# Starred values were filed as active, the others as inactive; x = not tested or not shown; & = joins results of further samples. Not a hit list; any-hit rate near 6.5%.
# Every second line gives: NPY2 pot ag, EP2 modulator, NPY-Y1 PAM-ag, S1P4 antagonist, NPY Y1 blocker, TRPML3 ag, TRPN1 ag, S1P4 agonist, CHOP inhibitor
- O=C(O)c1ccc(-n2c(-c3cc(-c4ccco4)[nH]n3)n[nH]c2=S)cc1
→ 6.3, 12.0, 0.7, -6.9, 1.5, 0.5, 0.8, 0.9, -13.1
- O=C(C1=NN(c2ccccc2)C2C(=O)N(c3cccc(Cl)c3)C(=O)C12)c1ccccc1 (configuration not stated)
→ -13.2, 38.2, -58.7, 2.6, 9.7, 1.9, 3.1, -3.4, 40.4
- O=C(NNc1ccc([N+](=O)[O-])cc1)C1CC1c1ccccc1 (configuration not stated)
→ 9.1, 2.6, 11.2, 0.3, -1.6, 0.1, 2.1, 8.8, 47.5
- CC1(C)N=C(/C=N/O)CN1O
→ 5.5, 3.6, -7.4, -3.8, 8.7, -0.2, -0.3, 0.3, 25.4
- COc1ccc(NC(=O)CC(C)C)c([N+](=O)[O-])c1
→ 1.0, -5.0, -1.4, 7.1, 4.7, 0.6, -0.7, -2.1, -10.1
- COc1ccc(NC(=O)CN(C)S(=O)(=O)c2cccc3nsnc23)cc1OC
→ -9.3, -19.2, -25.0, -2.8, 1.6, 0.4, -0.1, 1.3, 3.2
- COc1cc(Cc2ccc(N)c(OC)c2)ccc1N
→ -12.1, 7.6, 16.4, -5.9, 4.9, 0.8, 1.2, 1.4, -20.8
- O=C(NC(C(=O)N/N=C/c1cccc2ccccc12)c1n[nH]c(=O)c2ccccc12)c1ccccc1 (configuration not stated)
→ -0.3, 6.2, -6.6, 1.4, 2.0, 0.1, -0.2, 3.2, 40.9
- COc1ccc(Cl)cc1N1C(=O)C2CCCN2C1c1sccc1C (configuration not stated)
→ -11.6, 28.9, -12.0, -4.1, 6.4, 0.1, 0.0, -0.4, -6.6
- O=C(NNc1c2ccccc2nc2ccccc12)C12CC3CC(CC(C3)C1)C2
→ -12.9, -30.1, 45.8, -14.8, x, 0.0, 0.4, 13.0*, -3.3
- COc1ccc(N=c2oc3cc(O)ccc3cc2C(=O)NCC2CCCO2)cc1 (configuration not stated)
→ -8.9, 6.8, -17.4, -19.8, 33.2*, -0.1, 0.2, 12.0*, -9.8
- CCOC(=O)N1CCC(=NNC(=O)Cn2ccc(C(F)(F)F)n2)CC1
→ -11.1, 5.6, -1.9, -5.6, 0.1, 0.8, 0.7, 1.0, 19.9
- CCOC(=O)COc1ccccc1/C=N/O
→ 3.4, -4.6, 20.4, 0.8, -1.7, 1.0, 0.0, 0.0, 36.1
- CC(C)CNC1=CC(=O)CC(c2ccco2)C1 (configuration not stated)
→ 11.0, 6.6, 9.4, 10.7, 12.5, 0.4, 1.8, 1.1, -5.0
- CC(C)CN1C(=O)/C(=C/c2ccco2)NC1=S
→ -2.5, 0.6, -10.4, -2.4, -9.3, 0.7, 2.0, 2.6, -23.2

# The list goes on; it opens with the 2 that closed the last part.
# Every second line gives: NPY2 pot ag, EP2 modulator, NPY-Y1 PAM-ag, S1P4 antagonist, NPY Y1 blocker, TRPML3 ag, TRPN1 ag, S1P4 agonist, CHOP inhibitor
- CC(C)CNC1=CC(=O)CC(c2ccco2)C1 (configuration not stated)
→ 11.0, 6.6, 9.4, 10.7, 12.5, 0.4, 1.8, 1.1, -5.0
- CC(C)CN1C(=O)/C(=C/c2ccco2)NC1=S
→ -2.5, 0.6, -10.4, -2.4, -9.3, 0.7, 2.0, 2.6, -23.2
- CC(=O)c1c(C(C)=O)c(C)n(-c2ccc(N)cc2)c1C
→ -10.7, 24.7, -20.7, -2.4, 1.0, 0.7, -0.8, -1.5, 19.5
- O=C(CCn1c(=O)sc2ccccc21)NCc1cccs1
→ 10.5, -6.0, 13.5, -13.1, -3.4, 0.8, -0.4, -0.2, 3.7
- COc1ccccc1OCC(O)CNCc1ccc2c(c1)OCO2 (configuration not stated)
→ 48.0*, -22.6, 78.8*, 5.2, x, 0.5, -0.7, 0.6, 3.9
- CCOc1cc(N2CCOCC2)c(OCC)cc1NC(=O)CSc1nccc(C)n1
→ 1.6, 12.6, -0.7, 0.3, 5.1, 0.5, -0.2, 0.5, 13.5
- CCOC(=O)N1CCC(NC(=O)c2cnn3cccnc23)CC1
→ 10.9, -0.8, 2.5, -0.9, -7.3, 1.3, 1.6, -0.1, 26.2
- CCOc1cc2c3c(c1)C1(C(=O)N3C(C)(C)CC2C)C(C#N)=C(N)N2C(=C1C#N)Nc1ccccc12 (configuration not stated)
→ 8.2, -32.1, -4.9, -15.4, -1.6, 2.2, 1.4, -0.5, 25.4
- COC(=O)C1=C(C)N(c2ccc(OC)cc2)C(=O)/C1=C\c1cccs1
→ 7.1, -22.5, 0.0, -7.9, -0.1, 0.3, 1.1, 0.7, 24.1
- O=S(=O)(Nc1cccc(CCc2ccccn2)c1)c1cc(Cl)ccc1Cl
→ -7.8, -38.9, -13.0, -18.1, x, -0.8, -1.8, 1.6, 13.6
- CC1(C)c2ccccc2-c2nc3ccccc3cc2C1O (configuration not stated)
→ -24.6, -22.8, 3.1, -2.4, x, -0.3, -0.7, 0.8, -7.1
- O=C(/C=C/c1ccccc1Cl)N(Cc1ccccc1)C1CCS(=O)(=O)C1 (configuration not stated)
→ 7.0, 30.5, 3.4, -16.8, 0.1, 0.0, -0.1, 2.2, 15.1
- Cc1cccc(NC(=O)CCNS(=O)(=O)c2cccc3nonc23)c1
→ 3.4, -10.6, -1.4, 11.3, 4.1, -0.1, 0.5, -0.2, 28.6
- Cc1cc(NC(=O)c2cc(C(C)(C)C)oc2C)no1
→ 19.3, -39.0, 9.8, 6.8, x, 0.0, 0.7, 0.3, -1.3
- COc1ccc(OC)c(C(C)NC(=O)Nc2cccc(C(C)=O)c2)c1 (configuration not stated)
→ -5.2, -18.4, 13.2, -6.8, 6.6, 0.5, -1.2, 2.4, 12.0
- CCOc1ncccc1C(=O)OCC(=O)Nc1ccc(C(N)=O)cc1
→ -3.8, -0.2, -6.8, 13.8, x, 0.5, 1.9, -0.9, 10.2
- Cc1nn(-c2ccccc2)c(C)c1C(=O)NCc1cccs1
→ 4.7, -8.9, 2.2, -0.6, 4.1, -0.2, -1.9, 0.8, 7.1

# (next part)
# Every second line gives: NPY2 pot ag, EP2 modulator, NPY-Y1 PAM-ag, S1P4 antagonist, NPY Y1 blocker, TRPML3 ag, TRPN1 ag, S1P4 agonist, CHOP inhibitor
- Cc1ccc(C)n1CCN1CCN(S(=O)(=O)c2ccc(F)cc2F)CC1
→ 12.2, -28.6, 4.7, 9.9, x, 0.8, 1.4, 1.1, -11.5
- CCCCn1c(SCC(N)=O)nc2c(sc3ccccc32)c1=O
→ 2.0, 6.4, 5.4, 0.0, -2.4, 0.0, -0.3, -0.7, 50.9
- Cc1ccc(C(=O)NCCc2ccc(F)cc2)s1
→ 17.3, -24.6, 23.1, -0.6, -8.3, -0.2, 0.2, 0.1, 15.5
- O=C(NC1CCCCCC1)C1CCC(CNS(=O)(=O)c2ccc(Br)s2)CC1 (configuration not stated)
→ 7.4, 28.7, 1.6, -5.2, 2.3, 1.0, -0.6, 3.3, 94.7*
- CC1(C)N(O)CC(c2cccs2)=[N+]1[O-]
→ -3.6, x, -8.0, -2.5, -0.8, 0.3, 1.1, -0.5, x
- CSC1=NC2(CCCCC2)CC12C=CC(=O)C=C2
→ 11.8, 33.1, -2.9, -3.7, 4.1, 0.5, -2.0, 2.8, 32.2
- O=C(c1ccc2c(c1)OCO2)N1CCN(c2ccc(Cl)cc2)CC1
→ 4.7, 19.6, -22.1, -19.1, 7.5, 0.2, 0.3, 0.8, 14.1
- CCOC(=O)c1sc(NS(=O)(=O)c2ccccc2)nc1C
→ -23.4, 12.9, -1.6, -4.4, -1.0, -0.6, -0.2, -0.1, 19.2
- O=C(NC(=O)c1c(F)cccc1F)Nc1ccccc1SC(F)F
→ 16.4, -17.2, -5.2, -13.4, x, 0.9, 0.9, 1.3, 12.2
- O=C(CSCc1ccc(Cl)cc1)Nc1cccc(C(=O)Nc2ccccc2C(=O)O)c1
→ -16.5, -8.2, -10.6, 4.8, 5.9, 1.3, 0.4, -1.0, -7.0
- Cc1cc(=O)oc2cc(Oc3ccc([N+](=O)[O-])cc3C(F)(F)F)ccc12
→ -4.8, x, 6.7, -8.5, 10.8, 1.0, -0.1, 0.0, x
- COc1ccc(NC(=O)N2CCn3c2nc2ccccc23)cc1
→ 8.4, 13.0, -7.4, -7.4, -6.7, -0.1, -1.5, -0.7, 64.5
- Brc1ccc(-n2cc(-c3ccccc3)c3c(NN4CCOCC4)ncnc32)cc1
→ 1.2, 12.8, -12.2, 7.1, -1.9, 0.0, 0.1, -1.4, 16.8
- COc1ccc2nc(N/C(N)=N/C(=S)Nc3cccc(C)c3)nc(C)c2c1
→ -5.5, -26.2, -26.2, -28.6, 6.8, 0.2, -0.7, 0.4, 15.2
- CC1CN(C(=S)Nc2ccccc2)N(c2ccccc2)C1 (configuration not stated)
→ 7.7, 34.2, -7.0, -19.1, 5.4, -0.6, -3.6, 0.9, 6.8

# Whole records, looked up by structure. Order of screens: NPY2 pot ag, EP2 modulator, NPY-Y1 PAM-ag, S1P4 antagonist, NPY Y1 blocker, TRPML3 ag, TRPN1 ag, S1P4 agonist, CHOP inhibitor
# `Cc1ccc(C(=O)NCCc2ccc(F)cc2)s1` is listed as 17.3, -24.6, 23.1, -0.6, -8.3, -0.2, 0.2, 0.1, 15.5
# `Cc1cc(=O)oc2cc(Oc3ccc([N+](=O)[O-])cc3C(F)(F)F)ccc12` is listed as -4.8, x, 6.7, -8.5, 10.8, 1.0, -0.1, 0.0, x
# `Brc1ccc(-n2cc(-c3ccccc3)c3c(NN4CCOCC4)ncnc32)cc1` is listed as 1.2, 12.8, -12.2, 7.1, -1.9, 0.0, 0.1, -1.4, 16.8
# `CSC1=NC2(CCCCC2)CC12C=CC(=O)C=C2` is listed as 11.8, 33.1, -2.9, -3.7, 4.1, 0.5, -2.0, 2.8, 32.2

# Next part
# Every second line gives: NPY2 pot ag, EP2 modulator, NPY-Y1 PAM-ag, S1P4 antagonist, NPY Y1 blocker, TRPML3 ag, TRPN1 ag, S1P4 agonist, CHOP inhibitor
- Cc1nc2ccccc2nc1N1CCCC1
→ 15.2, -1.5&14.1, -5.0, 1.5, x, 0.2, -0.1, -0.6, 8.2
- CC(CCc1ccccc1)NC(=O)CN1CCc2ccccc2C1 (configuration not stated)
→ -0.7, -38.2, -20.9, -0.4, 2.2, 0.5, -0.6, 0.4, 6.6
- COc1ccc(S(=O)(=O)N2CCN(Cc3c[nH]c4ccccc34)CC2)cc1
→ -2.5, -34.1, -7.0, -4.5, -0.8, 0.7, 0.8, -1.0, -2.5
- CCOC(=O)/C(C#N)=C/C=C1/C=CC=CN1C
→ -10.3, -2.2, 7.2, -7.6, x, 0.7, 0.3, -0.3, -9.6
- Cc1c(C(=O)Nc2ccc(S(N)(=O)=O)cc2)oc2ccc(Cl)cc12
→ -0.4, -2.5, 15.9, -1.7, 2.3, 0.9, -0.1, 0.8, 16.8

# Bioassay records: PubChem BioAssay, several laboratories
